Screening data (PubChem)
aGlu spleen mod: qHTS Assay for Inhibitors and Activators of Human alpha-Glucosidase From Spleen Homogenate; Lysosomal alpha-glucosidase (Homo sapiens), P10253; human spleen homogenate, 4-MU-alpha-glucoside fluorescence; Potency, µM (series often up to 79.9 µM), for the others: at the top dose activity change, negative = inhibition, most hits filed as inhibitors; 240,000 tested, 0.006% active; AID 2112, 2009;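 note: 0% = enzyme with vehicle and -100% = no enzyme basal signal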
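Human spleen homogenate (1 ug) incubated with compounds and 1 mM 4-methylumbelliferyl-alpha-D-glucopyranoside in pH 5.0 citrate/phosphate buffer, 37 C, 40 min. Stopped at pH 10; 4-MU fluorescence (Ex 365/Em 440 nm); AC50 by Hill fit.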
HTT cytoprotect: qHTS Multiplex Assay to Identify Dual Action Probes in a Cell Model of Huntington: Cytoprotection (ATP); PC12 HTT-Q103 induced, cytoprotection, ATP luminescence, 40 h; Potency, µM (highest dose often 56.4 µM), inactives show cytoprotection (ATP increase), most hits filed as activators; 230,000 tested, 0.14% active; AID 1471, 2008;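 note: % of control where 0% means no effect; nearly all actives have a fitted effect of over 45% in size; toxic huntingtin expression switched on by the ecdysone agonist tebufenozide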
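Stable PC12 Q103-GFP cells in serum-supplemented, phenol red-free DMEM; induction by tebufenozide at 100 nM final; compound dose series; cell viability quantified luminescently from ATP.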
GLA spleen mod: qHTS Assay for Inhibitors and Activators of Human alpha-Galactosidase From Spleen Homogenate | Alpha-galactosidase A (Homo sapiens), P06280 | 240,000 tested, 0.008% active | human spleen homogenate, 4MU-alpha-Gal fluorescence, 40 min | Potency, µM (titrated, usually from 80 µM), without a hit: at the highest dose activity change, negative = inhibition, usual class: inhibitors;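 note: 0% = enzyme with vehicle and -100% = no enzyme basal signal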
Target sequence (P06280 32-429 limits assumed): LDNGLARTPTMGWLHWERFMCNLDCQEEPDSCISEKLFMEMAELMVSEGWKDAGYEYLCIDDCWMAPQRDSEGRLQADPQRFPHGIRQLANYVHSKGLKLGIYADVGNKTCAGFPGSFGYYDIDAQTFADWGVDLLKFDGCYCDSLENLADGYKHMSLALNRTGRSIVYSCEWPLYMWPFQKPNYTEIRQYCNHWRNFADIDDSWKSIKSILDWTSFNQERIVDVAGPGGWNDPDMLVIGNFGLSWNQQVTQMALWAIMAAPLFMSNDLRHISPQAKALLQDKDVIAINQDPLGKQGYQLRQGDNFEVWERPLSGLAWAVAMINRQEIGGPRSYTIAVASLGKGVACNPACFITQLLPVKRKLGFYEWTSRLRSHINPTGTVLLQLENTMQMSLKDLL
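Spleen homogenate 1 ug + cpd (titration) + 4-MU-alpha-D-galactopyranoside 1 mM; 37C 40 min; 50 mM citrate/phosphate pH 5.0, 0.01% Tween-20; stop pH 10; fluorescence 365/440; AC50 via Hill.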
GAA glycogen: qHTS Assay for Inhibitors and Activators of Human alpha-Glucosidase Cleavage of Glycogen; Lysosomal alpha-glucosidase (Homo sapiens), P10253; recombinant GAA, glycogen substrate, Amplex Red glucose oxidase fluorescence; Potency, µM (top dose mostly 76.4 µM), without a hit: top-dose activity change, negative = inhibition, actives largely listed as inhibitors; 300,000 tested, 0.38% active; AID 2100, 2009;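 note: 0% = full enzyme reaction and -100% = no-enzyme basal signal; the screen sought inhibitors and activators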
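Recombinant enzyme (4 nM final) with compounds titrated up to 77 uM and bovine liver glycogen (30 ug) in citrate pH 5.0, 0.01% Tween-20, 37 C 40 min. Released glucose detected by Amplex Red/glucose oxidase (Ex 573/Em 610); AC50 from Hill fits.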
An asterisk follows results filed as active; ? = inconclusive; / = no result given; [ ] = remark or other dose. Calls come from the whole dose curve; as a rule, active = well fitted curve in the direction sought with a large enough effect; inconclusive = small, poorly fitted or top-dose-only effect, or another doubt; inactive = no such curve, though single readings can be large; an effect the other way counts as inactive or inconclusive. Potency is the fitted concentration of half-maximal effect.

Values in the order – aGlu spleen mod, HTT cytoprotect, GLA spleen mod, GAA glycogen
- CCCCn1c(=O)c(C(=O)NCCc2ccccc2)c(O)c2ccccc21
    /, /, /, -11%[76.3 µM]
- Fc1cccc(C2NCc3ccccc3-n3cccc32)c1 (configuration not stated)
    /, /, /, -11%
- CC(Cc1ccccc1)NCCC(=O)NC(C)Cc1ccccc1 (configuration not stated)
    /, /, /, 4%
- CCOc1ccc(-n2c(O)c(/C=C3\C=Nc4ccccc43)c(=O)[nH]c2=O)cc1
    /, /, /, 3%
- Cc1cc(Cc2c(O)[nH]c(=S)[nH]c2=O)ccc1OC(C)C
    /, /, /, 1%[76.3 µM]
- COc1cc(C(=O)OCc2cc(=O)c(O)co2)ccc1OC(F)F
    /, /, /, ?
- CCC(=O)Nc1ccccc1
    /, /, /, 20%[76.3 µM]
- Oc1cc2c(cc1CN1CCN(c3ccccc3F)CC1)OCO2
    /, /, /, 2%
- N#CC(c1cccnc1)N1CCOCC1 (configuration not stated)
    /, /, /, -5%
- COc1ccc2c(C)c(CC(=O)N3C[C@H]4C[C@@H](C3)c3cccc(=O)n3C4)c(=O)oc2c1
    /, /, /, -8%[76.3 µM]

Going on with the list.
Values in the order – aGlu spleen mod, HTT cytoprotect, GLA spleen mod, GAA glycogen
- COc1ccc(CCNCc2ccccc2F)cc1
    /, /, /, 1%
- CC1CN(CC(=O)c2ccccc2Cl)CC(C)O1 (configuration not stated)
    /, /, /, -12%
- COc1cc(C(=O)OC2C[C@H]3CC[C@@H](C2)N3)ccc1O (some centres not stated)
    /, /, /, 10%
- CCOC(=O)C1(CCc2ccccc2)CCN(CC(O)CO)CC1 (configuration not stated)
    /, /, /, 3%[76.3 µM]
- COC(=O)Cn1cc(/C=C2\C(=O)NC(=O)N(c3ccccc3)C2=O)c2ccccc21
    /, /, /, -6%[76.3 µM]
- COc1ccccc1N1CCN(Cc2ccccc2)CC1
    /, /, /, -3%[76.3 µM]
- CNC(=S)N1CCN(CCN=Cc2c(O)n(-c3ccc(C)cc3)c(=S)[nH]c2=O)CC1
    /, /, /, 1%
- Cn1c(O)c(C=Nc2ccc(Br)cc2)c(=O)n(C)c1=O
    /, /, /, -10%[76.3 µM]
- O=C(O)Cn1cc(/C=C2\C(=O)NC(=O)N(c3ccc(F)cc3)C2=O)c2ccccc21
    /, /, /, 3%[76.3 µM]
- NC(=O)Cn1cc(C=C2C(=O)NC(=O)NC2=O)c2ccccc21
    /, /, /, -2%

Later entries.
Values in the order – aGlu spleen mod, HTT cytoprotect, GLA spleen mod, GAA glycogen
- O=c1[nH]c(=S)n(-c2ccccc2)c(O)c1C=NCCN1CCNCC1
    /, /, /, -4%
- Cc1ccc(CN2CCCN(Cc3ccc(C)cc3)S2(=O)=O)cc1
    /, /, /, 0%
- Cc1cc(OCC(=O)NC(Cc2ccc(Cl)cc2)C(=O)O)c2c3c(c(=O)oc2c1)CCCC3 (configuration not stated)
    /, /, /, -13%[76.3 µM]
- COc1ccc(-n2nc(C(=O)NCC(=O)N3CCC4(CC3)OCCO4)c3ccccc3c2=O)c(OC)c1
    /, /, /, 4%
- CN1CCCN(C(=O)COc2ccccc2Br)CC1
    /, /, /, -1%[76.3 µM]
- O=C1CC(=O)N(c2ccc(Cl)cc2)C(=O)N1
    /, /, /, 5%[76.3 µM]
- C[C@]12CCC(=O)CC1CCC1C2CC[C@]2(C)C(OC(=O)CCC(=O)O)CCC12 (some centres not stated)
    /, /, /, 2%
- Cc1[nH]c2ccccc2c1CCNCc1cccnc1
    /, /, /, 1%[76.3 µM]
- CC1CCN(CCc2nc3ccccc3[nH]2)CC1
    /, /, /, 6%
- O=C(CN1C(=O)COc2ccccc21)N1CCC2(CC1)OCCO2
    /, /, /, 3%[76.3 µM]

The listing continues:
Values in the order – aGlu spleen mod, HTT cytoprotect, GLA spleen mod, GAA glycogen
- CCc1cc(=O)oc2c(C)c(OCC(=O)N3C[C@H]4C[C@@H](C3)c3cccc(=O)n3C4)ccc12
    /, /, /, 0%[76.3 µM]
- CN(C)C(=O)Oc1ccc2c(c1)O/C(=C\c1ccccc1)C2=O
    /, /, /, -4%
- Cc1cc(O)c2c(C)c(CC(=O)N3C[C@H]4C[C@@H](C3)c3cccc(=O)n3C4)c(=O)oc2c1
    /, /, /, -5%[76.3 µM]
- FC(F)(F)c1ccccc1N1CC1c1ccncc1 (configuration not stated)
    /, /, /, 0%
- Cc1ccc(Cn2nc(C(=O)Nc3ccc(Br)cc3)cc2C)cc1
    /, /, /, -5%
- COc1ccc(CCNCc2sccc2C)cc1
    /, /, /, -14%[76.3 µM]
- NC(=O)c1cn(C2CCCCC2)c2ccccc2c1=O
    /, /, /, 1%
- CCOc1cc(CN2CCN(C(=O)Cc3ccccc3)CC2)ccc1OC
    /, /, /, 4%[76.3 µM]
- O=C(/C=C/c1ccc(F)cc1)NC(=S)N1C[C@H]2C[C@H](C1)c1cccc(=O)n1C2
    /, /, /, 0%[76.3 µM]
- CCOc1ccccc1CN1CCCC(C(=O)c2cc(F)ccc2F)C1 (configuration not stated)
    /, /, /, -4%[76.3 µM]

(next part)
Values in the order – aGlu spleen mod, HTT cytoprotect, GLA spleen mod, GAA glycogen
- COC(=O)COc1ccc(C(c2c(C)[nH][nH]c2=O)c2c(C)[nH][nH]c2=O)cc1
    /, /, /, ?
- Cc1ccc2cc(CNCCc3ccccc3C)c(=O)[nH]c2c1
    /, /, /, 0%[76.3 µM]
- CCN1CCN(CC(c2ccccc2)c2ccccc2)CC1
    /, /, /, -4%[76.3 µM]
- COc1cccc(OCc2cc(C(=O)N3C[C@H]4C[C@@H](C3)c3cccc(=O)n3C4)no2)c1
    /, /, /, -6%[76.3 µM]
- CCc1c(-c2ccccc2)nc2ccccc2c1C(=O)N1CCC2(CC1)OCCO2
    /, /, /, -16%[76.3 µM]
- CCCN1CCCC(C(=O)c2cc(C)c(OC)c(C)c2)C1 (configuration not stated)
    /, /, /, 4%[76.3 µM]
- O=c1[nH]c(=S)n(-c2ccccc2Cl)c(O)c1C=NCCN1CCNCC1
    /, /, /, -13%
- CCCCn1c(=O)c(C(=O)NC(C)c2ccccc2)c(O)c2ccccc21 (configuration not stated)
    /, /, /, 2%[76.3 µM]
- Cc1cc(OCC(=O)NCC(O)c2ccccc2)c2c3c(c(=O)oc2c1)CCCC3 (configuration not stated)
    /, /, /, -5%[76.3 µM]
- CC(C)c1ccc(-n2c(O)c(C=NCCN3CCNCC3)c(=O)[nH]c2=S)cc1
    /, /, /, 0%

Remaining list, next part.
Values in the order – aGlu spleen mod, HTT cytoprotect, GLA spleen mod, GAA glycogen
- COc1ccc(OCC(=O)N2CCCC(N3CCN(c4ccccc4C)CC3)C2)cc1 (configuration not stated)
    /, /, /, 7%[76.3 µM]
- CC(N)Cc1c[nH]c2c1ccc1ccccc12 (configuration not stated)
    /, /, /, -6%[76.3 µM]
- CN1C(=O)C(=Cc2cn(CC(=O)N3CCCC3)c3ccccc23)C(=O)N(C)C1=O
    /, /, /, -6%[76.3 µM]
- c1ccc(NC2=NCCCS2)cc1
    /, /, /, -12%
- Cn1c(O)c(Cc2ccc(OCc3ccccc3)cc2)c(=O)n(C)c1=O
    /, /, /, 0%
- N=C1c2ccccc2CN1NC(=O)c1ccc(Br)o1
    /, /, /, -13%[76.3 µM]
- Cc1nc2ccc(Cl)cc2c(=O)n1-c1cccc(Cl)c1
    /, /, /, 6%[76.3 µM]
- COc1ccc(N2C(=O)NC(=O)/C(=C\c3cn(C)c4ccccc34)C2=O)cc1
    /, /, /, -2%
- CCOC(=O)c1c(C=O)c2ccccc2n1Cc1ccccc1F
    /, /, /, -3%
- Cc1ccc(Cn2cc(C=O)c3ccccc32)cc1
    /, /, /, -3%

(listing goes on)
Values in the order – aGlu spleen mod, HTT cytoprotect, GLA spleen mod, GAA glycogen
- COc1ccc(CN2CCCC(C(=O)c3ccc(Cl)cc3)C2)c(OC)c1 (configuration not stated)
    /, /, /, 2%[76.3 µM]
- O=C(CCCc1ccccc1)NCCc1cnc[nH]1
    /, /, /, -6%
- CCCCCn1c(=O)c(C(=O)Nc2cccc(C)c2)c(O)c2ccccc21
    /, /, /, -9%[76.3 µM]
- O=C1NC(=S)N(c2ccc(F)cc2)C(=O)/C1=C/c1ccco1
    /, /, /, 16%[76.3 µM]
- CCCCn1c(=O)c(C(=O)Nc2ncccc2C)c(O)c2ccccc21
    /, /, /, -12%[76.3 µM]
- COc1cc(OC)c(OC)cc1CNCCc1cccc(F)c1
    /, /, /, 0%
- CCOC(=O)C1(CCOc2ccccc2)CCN(C(C)CSC)CC1 (configuration not stated)
    /, /, /, -10%[76.3 µM]
- C[C@]12CC[C@H](O)C[C@@H]1CC[C@@H]1[C@@H]2CC[C@]2(C)C(=O)CC[C@@H]12
    /, /, /, 1%[76.3 µM]
- COc1ccc(C(C)=O)cc1Cc1c(O)[nH]c(=S)[nH]c1=O
    /, /, /, -3%
- CCCCn1c(=O)c(C(=O)NCc2ccccc2OC)c(O)c2ccccc21
    /, /, /, 0%[76.3 µM]

(next part)
Values in the order – aGlu spleen mod, HTT cytoprotect, GLA spleen mod, GAA glycogen
- Cc1ccc(CC(=O)N2CCN(C)CC2)cc1
    /, /, /, -13%[76.3 µM]
- CC(=O)Nc1ccc(C(=O)C(Cc2ccccc2)N(C)C)cc1 (configuration not stated)
    /, /, /, -6%
- CCc1nn(CC(=O)N2CCC3(CC2)OCCO3)c(=O)c2cccn12
    /, /, /, -18%[76.3 µM]
- CCOC(=O)c1[nH]c2ccc(OC)cc2c1C(SCC(=O)O)c1ccc(C(F)(F)F)cc1 (configuration not stated)
    /, /, /, 4%
- C#CC1(O)C=CC2C3CCC4=CC(=O)CCC4C3CCC21CC (configuration not stated)
    /, -26%, /, 1%
- CC[C@H](C)[C@H](NC(=O)CN)C(=O)N[C@@H](CC(C)C)C(=O)NCC(=O)N[C@@H](Cc1ccccc1)C(=O)N[C@H](C(=O)N[C@@H](Cc1ccccc1)C(=O)N[C@H](C(=O)N[C@@H](CC(C)C)C(=O)O)[C@@H](C)O)C(C)C
    -1%, /, 0%, /
- Nc1ncnc2c1ccn2[C@@H]1O[C@H](CO)[C@@H](O)[C@H]1O
    6%, /, -2%, /
- Nc1ncnc2c1nc(Sc1ccc(Cl)cc1)n2[C@@H]1O[C@@H]2COP(O)(=S)O[C@H]2[C@H]1O (some centres not stated)
    -5%, /, 5%, /
- CCN(CC)C(=O)C(C)Oc1cccc2ccccc12 (configuration not stated)
    0%, /, 0%, /
- CCOP(=S)(OCC)O/N=C(\C#N)c1ccccc1Cl
    0%, /, 5%, /

An excerpt; rates above refer to the full screens.
